# From PubChem
# Runt-CBFb FRET: inhibitors of RUNX1 Runt–CBFb binding, primary screen, biochemical, FRET, Cerulean-Runt, Venus-CBFb, uHTS | Runt-related transcription factor 1 (Homo sapiens) + Core-binding factor subunit beta … | Cerulean-Runt/Venus-CBFb FRET ratio 530/480, 1 h | inhibition, % at 20 µM | 220,000 compounds, 0.46% hits | AID 1496, 2009;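 active = inhibition over about 50% at 20 µM in the single-dose screen, limit read from the data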;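 also: 0% = DMSO wells and 100% = excess unlabeled CBFb competitor control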
#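 test system = Cerulean-Runt domain fusion protein, energy donor | probe or stimulus = Venus-CBFb binding partner, 100 nM | incubation = two 1 h room-temperature incubations shielded from light | detection = fluorescence energy transfer, 422 nm excitation, 530/480 nm emission | measure = loss of energy transfer signal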
# Active calls of the source: *.
SMILES,Runt-CBFb FRET
O=C1NCC2(CCN(CCc3ccccc3)CC2)O1,2.0

# An excerpt; count on the stated rates, not on these rows.
